Screening data deposited in PubChem BioAssay by National Center for Advancing Translational Sciences (NCATS).
L3MBTL1 block: qHTS Assay for the Inhibitors of L3MBTL1; Lethal(3)malignant brain tumor-like protein 1 (Homo sapiens), Q9Y468; AlphaScreen L3MBTL1–H3K9me1 peptide binding; Potency, µM (top dose mostly 57.1 µM), for inactives: top-dose activity, negative = inhibition, most hits filed as inhibitors; hit rate 0.66% among 230,000; AID 485360, 2010; active = well fitted inhibition curve with a large enough effect; inconclusive = small, poorly fitted or top-dose-only effect; inactive = no such curve, though single readings can be large or run the other way; note: nearly all actives have a fitted effect of over 60% in size
Target sequence (Q9Y468 whole entry, looked up): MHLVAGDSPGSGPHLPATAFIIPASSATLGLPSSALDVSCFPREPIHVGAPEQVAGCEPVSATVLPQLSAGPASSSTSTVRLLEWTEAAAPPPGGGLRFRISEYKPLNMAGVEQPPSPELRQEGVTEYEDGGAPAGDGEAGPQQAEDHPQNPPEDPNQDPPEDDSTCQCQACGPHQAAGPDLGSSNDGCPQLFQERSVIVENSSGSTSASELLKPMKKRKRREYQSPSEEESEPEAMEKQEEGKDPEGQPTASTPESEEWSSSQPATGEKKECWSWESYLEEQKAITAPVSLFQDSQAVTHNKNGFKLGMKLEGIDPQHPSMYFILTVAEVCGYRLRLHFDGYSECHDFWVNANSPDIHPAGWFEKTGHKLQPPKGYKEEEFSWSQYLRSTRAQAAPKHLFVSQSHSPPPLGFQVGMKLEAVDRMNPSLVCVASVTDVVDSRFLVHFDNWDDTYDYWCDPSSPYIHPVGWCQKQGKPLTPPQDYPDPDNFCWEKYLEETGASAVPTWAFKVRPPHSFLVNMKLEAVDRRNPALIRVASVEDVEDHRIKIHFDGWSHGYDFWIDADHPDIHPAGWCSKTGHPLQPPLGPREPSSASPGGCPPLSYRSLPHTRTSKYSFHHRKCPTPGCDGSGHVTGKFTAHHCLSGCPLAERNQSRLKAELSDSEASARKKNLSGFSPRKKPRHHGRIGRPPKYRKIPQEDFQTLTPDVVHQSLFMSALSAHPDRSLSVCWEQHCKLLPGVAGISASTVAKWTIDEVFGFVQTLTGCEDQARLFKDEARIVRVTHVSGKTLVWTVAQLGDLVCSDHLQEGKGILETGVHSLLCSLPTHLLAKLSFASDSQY
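Read-out is AlphaScreen signal from streptavidin donor and nickel chelate acceptor beads (10 ug/mL final each) bridging L3MBTL1 (50 nM) and biotinylated K9-monomethylated H3(1-15) peptide (75 nM), after 30 min compound exposure at room temperature.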
The depositor's hits bear a star; ? = inconclusive; [ ] = dose if it differs, or a comment. % is set by controls: 0 for no effect and ±100 for the full control effect; potency is the fitted concentration of half-maximal effect. This is a subset; the hit share may differ from the screen's.

SMILES	L3MBTL1 block
Cc1ccc(NC(=O)C2CC(=O)N(C(C)c3ccccc3)C2)cc1 (stereo not drawn)	4%
O=C(COc1cccc(F)c1)Nc1nc(-c2cccnc2)cs1	-7%
COc1ccc(CNC(=O)COC(=O)C2CC2C)cc1OC (stereo not drawn)	2%
COc1cccc(CNc2ccc(S(=O)(=O)N3CCCC3)cn2)c1	?
Cc1noc(C)c1NC(=O)Nc1ccc2c(c1)C(=O)N([C@H](C)CO)C[C@H](C)[C@@H](CN(C)S(=O)(=O)c1ccccc1)O2	-2%
COc1ccc(C(=O)COC(=O)c2cc3ccccc3oc2=O)c(OC)c1	-2%
O=C1CCC(C(=O)OC(C(=O)Nc2cc(Cl)cc(Cl)c2)c2ccccc2)=NN1 (stereo not drawn)	-2%
CC1CC(C)CN(C(=O)COC(=O)CN2C(=O)c3ccccc3C2=O)C1 (stereo not drawn)	2%
COc1ccc(N2CCN(C3CCCN(Cc4ccc(F)cc4)C3)CC2)cc1 (stereo not drawn)	-12%
Cc1sc2nc(CSC(C)C(=O)Nc3ccc(C#N)cc3)[nH]c(=O)c2c1C (stereo not drawn)	-6%
CC(C)CC(=O)Nc1ccc(Oc2ccc3c(c2)C(=O)NC3=O)cc1	-2%
Cn1c(SCC(=O)NC2CCCC2)nnc1C(F)(F)F	-4%
CC(C)(C)OC(=O)N1CCN(C(=O)c2ncn(Cc3ccccc3)c2C(=O)N2CCN(C(=O)OC(C)(C)C)CC2)CC1	2%
Cc1cc(C)c(C(=O)C(C)OC(=O)Cn2cnc3c2c(=O)n(C)c(=O)n3C)cc1C (stereo not drawn)	-1%
CCC(Oc1ccccc1)C(=O)OCC(=O)N(CC)c1c(N)n(Cc2ccccc2)c(=O)[nH]c1=O (stereo not drawn)	3%
Nn1c(SCC(=O)NC2CCCCCC2)nnc1C(F)(F)F	-7%
COc1ccc(CNC(=O)COC(=O)CCOc2ccc(C)cc2)cc1	9%
CN(C)C(CNC(=O)c1cc(-c2ccco2)nc2ccccc12)c1ccccc1 (stereo not drawn)	7.9µM*
O=[N+]([O-])c1cc(S(=O)(=O)N2CCOCC2)ccc1N1CCNCC1	1%
CNCCNC[C@H](Cc1cccc2ccccc12)NCCc1ccccc1	-4%
Cc1ccnc(NCc2cccc3ccccc23)c1	5%
Cc1ccc(C(=O)OC(C)C(=O)NC2CCCCC2)cc1S(=O)(=O)N1CCCCC1 (stereo not drawn)	0%
CC1CC(C)(C)CC2(C1)NC(=O)N(CC(=O)Nc1c(F)cccc1F)C2=O (stereo not drawn)	1%
NNC(=O)c1cc(C23CC4CC(CC(C4)C2)C3)[nH]n1	-5%
O=C(NCC(c1ccco1)N1CCc2ccccc21)c1c(F)cccc1F (stereo not drawn)	-11%

Arranged by count of non-hydrogen atoms (largest number first): some entries from above.
SMILES	L3MBTL1 block
CC(C)(C)OC(=O)N1CCN(C(=O)c2ncn(Cc3ccccc3)c2C(=O)N2CCN(C(=O)OC(C)(C)C)CC2)CC1	2%
CCC(Oc1ccccc1)C(=O)OCC(=O)N(CC)c1c(N)n(Cc2ccccc2)c(=O)[nH]c1=O (stereo not drawn)	3%
O=C1CCC(C(=O)OC(C(=O)Nc2cc(Cl)cc(Cl)c2)c2ccccc2)=NN1 (stereo not drawn)	-2%
CNCCNC[C@H](Cc1cccc2ccccc12)NCCc1ccccc1	-4%
COc1ccc(CNC(=O)COC(=O)C2CC2C)cc1OC (stereo not drawn)	2%
NNC(=O)c1cc(C23CC4CC(CC(C4)C2)C3)[nH]n1	-5%

More records follow.
SMILES	L3MBTL1 block
COC(=O)c1cccc(NC(=O)c2cccc([N+](=O)[O-])c2)c1	5%[2.29 µM]
C[C@H](CO)N1C[C@H](C)[C@@H](CN(C)S(=O)(=O)c2cccs2)Oc2c(NC(=O)C3CCCCC3)cccc2C1=O	37%[activator]
COc1ccc(S(=O)(=O)N2CCCCC2)cc1NC(=O)Cn1cnc2ccccc2c1=O	3%
O=C(COc1ccc(/C=N/NC(=O)c2ccccc2Br)cc1)Nc1ccccc1	3%
CCOc1ccc(NC(=O)CN(C)C(=O)C2CC(=O)N(Cc3ccco3)C2)cc1OCC (stereo not drawn)	?
CCC(C(=O)OCC(=O)c1c(N)n(CC(C)C)c(=O)n(C)c1=O)c1ccccc1 (stereo not drawn)	-2%
Cc1c(C(=O)O)sc(S(=O)(=O)N2CCN(C(=O)Cc3ccc(F)cc3)CC2)c1C(=O)O	-8%
O=c1[nH]cc(S(=O)(=O)N2CCN(c3cccc(Cl)c3)CC2)c(=O)[nH]1	8%
CN(C(=O)c1ccco1)c1ccccc1C(=O)O	4%
O=C(NCC(c1ccc(F)cc1)N1CCOCC1)c1cccnc1Sc1ccccc1Cl (stereo not drawn)	-3%
O=C(CN1C(=O)c2cccc([N+](=O)[O-])c2C1=O)NNC(=O)c1ccc(F)cc1	7%
Cc1cc(C(=O)NC(Cc2c[nH]c3ccccc23)C(=O)O)c(C)o1 (stereo not drawn)	4%[2.29 µM]
CCOc1ccc(C(=O)C2CCN(C(=O)c3ccc([N+](=O)[O-])cc3)CC2)cc1	-6%
CC[C@@H]1[C@H]2CCCC(=O)N3CC[C@@H](C[C@@H]1OC(=O)NCc1ccccc1)[C@@H]23	-7%
C=CCNc1ccccc1S(=O)(=O)NCc1ccccc1	-2%
Cc1ccccc1CN1CCN(Cc2ccc3cccc(F)c3n2)CC1CCO (stereo not drawn)	-5%
COC(=O)c1ccc(-c2c(-c3ccccc3)ncc3cc(OC)c(OC)cc23)cc1	0%
COc1ccc(S(=O)(=O)Nc2cccc3c2O[C@H](CN(C)Cc2ccc(Oc4ccccc4)cc2)[C@@H](C)CN([C@H](C)CO)C3=O)cc1	-5%
CC(=O)Nc1ccc(-c2csc(NC(=O)C3CSC4(C)CCC(=O)N34)n2)cc1 (stereo not drawn)	-8%
CC(=O)Nc1ccc(S(=O)(=O)NC(C)CCc2ccccc2)cc1 (stereo not drawn)	1%
Cc1c(NC(=O)COC(=O)/C=C/c2cccc(Cl)c2)c(=O)n(-c2ccccc2)n1C	3%
COc1ccc2[nH]c3c(c2c1)CCN1C(=O)N([C@@H](C)C(=O)NCCc2ccc(F)cc2)C(=O)[C@]31C	-3%
COc1ccc(-c2c(-c3cc(OC)cc(OC)c3)n(C)c3ccc(-c4ccc5cc[nH]c5c4)cc23)cc1	-4%
COc1ccccc1C(=O)OCC(=O)NC(=O)NC1CCCC1	2%
Cc1ccc(C)c(N2C(=O)CC(Cc3ccccc3)C2=O)c1 (stereo not drawn)	-3%
Additional results.
SMILES	L3MBTL1 block
COCCC(=O)N1CCCC(C(=O)c2ccc(C(F)(F)F)cc2)C1 (stereo not drawn)	2%
CCN1C(=NCCCOC(C)C)N[C@@H](c2ccccc2)[C@H](C(=O)OC)[C@H]1C	4%
CN(c1ccccc1)S(=O)(=O)c1cccc(NC(=O)C2CCCO2)c1 (stereo not drawn)	4%
CCOC(=O)C1(CCOC)CCN(C(=O)Cc2ccc3ccccc3c2)CC1	2%
Cc1cnc(C(=O)OCc2nc3ccsc3c(=O)[nH]2)cn1	?
O=S(=O)(Nc1ccccc1)c1cccc2nsnc12	-30%
CCc1noc(C)c1C(=O)Nc1nc(-c2cc(OC)ccc2OC)cs1	-5%
COc1ccc(C(CNC(=O)c2ccc(NS(=O)(=O)c3ccccc3)cc2)N2CCOCC2)cc1 (stereo not drawn)	-5%
Cc1nc(-c2ccc(F)cc2)c(CC(=O)N(C)CC(=O)Nc2ccc(Br)cc2C)s1	1%
CC(C)(C)OC(=O)C[C@@H]1C/C=C\C[C@H](CC(=O)N(CCO)Cc2ccccc2)C(=O)N[C@H](C(C)(C)C)COC1=O	9%
Cc1onc(-c2ccccc2Cl)c1C(=O)N(C)CC(=O)Nc1ccc(F)c(F)c1F	-2%
COc1ccc(-c2nc3cnccn3c2NC2CCCCC2)cc1-c1cccc(Cl)c1	-4%
CN(C)C1=NCCN1CCc1ccccc1	-1%
O=C(NC1CCCC(C(F)(F)F)C1)c1ccc([N+](=O)[O-])o1 (stereo not drawn)	-1%
O=C(NCCOc1ccc(Cl)cc1)c1ccc2c(c1)OCCO2	3%
COc1ccc(S(=O)(=O)N(C)CC(=O)N2CCCC2)cc1	8%
CC(C)CCN1CCC(Cc2ccccc2)(NC(=O)c2ccccc2)C1=O (stereo not drawn)	2%
Cc1ccc(CN(C(=O)N2CCN(C)CC2)S(=O)(=O)c2ccc(C)cc2)cc1	6%
Cc1ccc(C)c(S(=O)(=O)N2CCN(Cc3cc4c(cc3O)OCO4)CC2)c1	-30%
COc1cc(OC)cc(C(=O)NC2CC(C)(C)NC(C)(C)C2)c1	57%[activator]
COc1ccccc1C(=O)NCCC(=O)NCC(c1ccccc1OC)N1CCCC1 (stereo not drawn)	5%
CN1CCN(CC(=O)Nc2cc(S(=O)(=O)N3CCOCC3)ccc2Cl)CC1	5%
C#CCOCCOCCOCCNc1nc(N2CCN(C(=O)CCCCCCCCCCNC(=O)[C@@H](CCSC)n3cc(CCO)nn3)CC2)nc(N2CCN(C(=O)CCCCCCCCCCNC(=O)[C@H](CCCN=C(N)N)n3cc(C[C@@H](C)CC)nn3)CC2)n1	-8%
COc1cccc2sc3cc(C#CC4(O)CCCCC4)ccc3c(=O)c12	2%
O=C(Cc1ccc(Cl)cc1)SCc1ccccc1	121%[activator]
(list continues)
SMILES	L3MBTL1 block
CCN(C(=O)COC(=O)c1ccc(C=O)cc1)c1c(N)n(Cc2ccccc2)c(=O)[nH]c1=O	4%
CC(C)(C)c1ccccc1NC(=O)c1ccc(-n2cncn2)c([N+](=O)[O-])c1	7%
O=C1/C(=C/c2cccc(Br)c2)SC(=S)N1CCC(=O)N(CCO)c1ccccc1	-16%
O=C(CNc1cccc(S(=O)(=O)N2CCCC2)c1)Nc1cccc(Br)c1	-3%
CS(=O)(=O)N(CC(=O)N1CCOCC1)c1ccccc1Br	-1%
COCC(=O)N(CCc1ccccc1)Cc1cc2cc(C)ccc2nc1Cl	-6%[2.29 µM]
O=C(CSC1=NS(=O)(=O)c2cc(F)ccc2N1)NCc1ccccc1	5%
Clc1ccccc1/C=N/N1CCN(Cc2ccccc2)CC1	-3%[2.29 µM]
CC(=O)N1CCN(S(=O)(=O)c2cccc(C(=O)Nc3ccccc3N3CCCCC3)c2)CC1	0%
CCc1c(C2(O)CCCCC2)[nH]c2cnccc12	-8%
C[C@H]1COC(=O)CC/C=C\C[C@H](CC(=O)N(CCO)Cc2ccccc2)C(=O)N1	6%
COc1cc(OC)cc(-c2c(-c3ccc(F)cc3)c3cc(-c4ccc(OC)nc4)ccc3n2C)c1	6%
N#CC1=C(N)OC2=C(C(=O)CCC2)C1c1ccc2c(c1)OCO2 (stereo not drawn)	-4%
OCCN1C2=NCCCN2c2ccccc21	1%
CCN(CC)C(=O)c1[nH]cnc1C(=O)Nc1ccc(Cl)cc1	-3%
COc1cc(C2=CN(Cc3ccccc3)CCC2=O)cc(OC)c1OC	-1%
CCOC(=O)[C@@H]1[C@H]2COc3ccc(Br)cc3[C@@H]2N2C(=O)N(c3ccc(Br)cc3)C(=O)[C@]12C	-5%
Cc1cc(C)cc(NC(=O)C(=O)NCCCN2CCCC2=O)c1	-3%
Cc1ccc(NC(=O)CN(C)C(=O)Cn2c(=O)oc3ccccc32)cc1	-4%
CCCCCCN(C(=O)CCCN1C(=O)NC(c2ccc(-c3ccccc3)cc2)C(C(=O)OCc2ccccc2)=C1C)C(C)C(=O)NCCCC (stereo not drawn)	-20%
CCN(CC)S(=O)(=O)c1ccc(CNC(=O)CN2C(=O)NC3(CCc4ccccc43)C2=O)cc1 (stereo not drawn)	7%
O=S(=O)(NCc1ccc(Cl)cc1Cl)c1cccs1	1%[2.29 µM]
O=C(COC(=O)c1cccnc1Cl)NCCCc1ccccc1	5%
CCCCNC(=O)c1nn2c(C(F)(F)F)cc(-c3ccccc3)nc2c1Br	10%
COc1cccc(/C=C/C(=O)OCC(=O)c2ccc3c(c2)NC(=O)CO3)c1	-5%

Exported with bars between the fields: 2 of the compounds above
Molecule | L3MBTL1 block
CN1CCN(CC(=O)Nc2cc(S(=O)(=O)N3CCOCC3)ccc2Cl)CC1 | 5%
O=c1[nH]cc(S(=O)(=O)N2CCN(c3cccc(Cl)c3)CC2)c(=O)[nH]1 | 8%

Next part.
SMILES	L3MBTL1 block
COc1cc(/C=C/C(=O)Nc2cccc(S(=O)(=O)N3CCOCC3)c2)ccc1OCC#N	-4%
CCCCc1ccc(NC(=S)N2CCN(C(=O)OCC)CC2)cc1	-2%
CC(=O)c1ccc(OCCCC(=O)Nc2cccc(S(=O)(=O)N3CCCCCC3)c2)cc1	-8%
CCC(=O)c1cn(CC(=O)Nc2cccc(C)c2C)c2ccccc12	-2%
CN(Cc1ccccc1F)C(=O)CCNC(=O)c1ccc(C(C)(C)C)cc1	0%
Cc1cc(=O)[nH]c(SCC(=O)N2CCN(C(=O)c3ccco3)CC2)n1	4%
Cc1ccc(C)c(N2N=C(C(=O)Nc3cccc(S(=O)(=O)N4CCCCC4)c3)CCC2=O)c1	-4%
O=C(c1ccc(Cl)nc1)N1CCN(S(=O)(=O)c2ccc3c(c2)OCCO3)CC1	-5%
O=C(COC(=O)c1c(F)cccc1Cl)NC(=O)Nc1ccc2c(c1)OCCO2	-1%
CC(C)(C)C(=O)CN1C2=NCCCN2c2ccccc21	7%
COc1ccc2sc(-c3ccc(N(C)C)cc3)c(C#Cc3cncn3C)c2c1	?
Cc1ccnc(NC(=O)c2ccc(Cl)c(S(=O)(=O)N3CCCCC3)c2)c1	-6%

Quoted at random: five records from the list, in no set order.
SMILES	L3MBTL1 block
O=C(COC(=O)c1c(F)cccc1Cl)NC(=O)Nc1ccc2c(c1)OCCO2	-1%
CCC(=O)c1cn(CC(=O)Nc2cccc(C)c2C)c2ccccc12	-2%
COc1ccc2sc(-c3ccc(N(C)C)cc3)c(C#Cc3cncn3C)c2c1	?
COc1cc(/C=C/C(=O)Nc2cccc(S(=O)(=O)N3CCOCC3)c2)ccc1OCC#N	-4%
CN(Cc1ccccc1F)C(=O)CCNC(=O)c1ccc(C(C)(C)C)cc1	0%
